SMN2 splice enh: SMN2 splice variant enhancement | Potency, µM (doses to about 46.1 µM), for inactives: at the highest dose activity change, positive = activation, usual class: activators | 210,000 compounds, 2.8% hits | AID 1458 | HEK293 SMN2-luciferase splicing reporter, luminescence, 30-36 h; also: potency is read from the fitted curve at half-maximal effect; % of control where 0% means no effect; nearly all actives have a fitted effect of over 55% in size
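qHTS luciferase splicing reporter: luminescence rises when SMN2 exon 7 is included in transfected HEK293 cells. Compound exposure lasted 30-36 h at 37C, with 4.5 mM final sodium butyrate as control, followed by a ONE-Glo read.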
HTT ATP protect: cytoprotection in Huntington HTT-Q103 PC12 cell model. PC12 HTT-Q103 induced, cytoprotection, ATP luminescence, 40 h. Potency, µM (top dose mostly 56.4 µM), without a hit: cytoprotection (ATP increase), usual class: activators. 230,000 compounds, 0.14% hits;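 also: potency is read from the fitted curve at half-maximal effect; % of control where 0% means no effect; nearly all actives have a fitted effect of over 45% in size; toxic huntingtin expression switched on by the ecdysone agonist tebufenozide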
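Cells were plated at 1500 per well in phenol red-free DMEM with 5% equine and 5% calf serum. Tebufenozide (100 nM final) and compounds were added, then ATPlite reagent, and luminescence was read.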
HttQ103 aggreg: reduces HttQ103-GFP aggregates in PC12 cells | Potency, µM (highest dose often 46.1 µM), for inactives: at the top dose activity change, negative = inhibition, usual class: inhibitors | AID 1688 | PC12 HttQ103-GFP aggregates, Acumen cytometry, 40 h | 220,000 compounds, 1.1% hits; also: potency is read from the fitted curve at half-maximal effect; % is scaled to controls: 0 for no effect and ±100 for the full control effect; nearly all actives have a fitted effect of over 60% in size
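Inducible Q103 Huntingtin exon 1–GFP PC12 line, 1500 cells/well in phenol red free DMEM with 5% equine and 5% calf serum. Tebufenozide 100 nM induced expression; compounds titrated; aggregates quantified by cytometry.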
IMPase Li inh: IMPase inhibition in cells with lithium potentiation. AID 1457. CHO-M1 cells, IP1 TR-FRET (IP-One), carbachol + lithium. 210,000 compounds, 0.35% hits. Potency, µM (highest dose often 59.4 µM), inactives show at the highest dose activity, negative = IMPase inhibition, actives largely listed as inhibitors;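 also: IP1 builds up when IMPase is blocked and the TR-FRET signal falls; potency is read from the fitted curve at half-maximal effect; plate controls were basal vehicle for no effect and high inhibitor control for full effect; nearly all actives have a fitted effect of over 50% in size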
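Lithium-sensitised IP1 accumulation assay; M1-expressing CHO cells treated 30 min at 37C with compound. Competitive antibody detection by time-resolved FRET followed a 10 min room-temperature lysis step.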
LMNA splice mod: LMNA splicing modulation; 200,000 compounds, 0.01% hits; Potency, µM (top dose mostly 46.1 µM), for inactives: at the highest dose ratio change, negative = inhibition, actives largely listed as inhibitors; HeLa LMNA splicing GFP/RFP minigene ratio, 48 h; AID 1487; active = well fitted inhibition curve with a large enough effect in the signal ratio, with a control signal flat, not every such curve was filed as active; inconclusive = small, poorly fitted or top-dose-only effect, or effect the other way, or a change in a side signal; the % refers to the signal ratio; also: potency is read from the fitted curve at half-maximal effect; % is scaled to controls: 0 for no effect and ±100 for the full control effect
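S3 HeLa stable clones carrying a lamin A-EGFP splicing minigene plus DsRed2 were seeded at 600 cells/well in Opti-MEM with 2% FBS, pin-dosed and incubated 48 h at 37°C. Acumen cytometry (488 nm) gave the GFP/RFP total-intensity ratio.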
CBFb-RUNX1 inh: blocks binding between human CBF-beta and RUNX1. Q01196+Q13951. AlphaScreen CBFb-His/RUNX1-biotin binding, biochemical. Potency, µM (top dose mostly 59.8 µM), without a hit: at the top dose activity, negative = inhibition, most hits filed as inhibitors. 230,000 tested, under 10 active; also: % of control where 0% means no effect
Target sequence (Q01196 whole entry, looked up): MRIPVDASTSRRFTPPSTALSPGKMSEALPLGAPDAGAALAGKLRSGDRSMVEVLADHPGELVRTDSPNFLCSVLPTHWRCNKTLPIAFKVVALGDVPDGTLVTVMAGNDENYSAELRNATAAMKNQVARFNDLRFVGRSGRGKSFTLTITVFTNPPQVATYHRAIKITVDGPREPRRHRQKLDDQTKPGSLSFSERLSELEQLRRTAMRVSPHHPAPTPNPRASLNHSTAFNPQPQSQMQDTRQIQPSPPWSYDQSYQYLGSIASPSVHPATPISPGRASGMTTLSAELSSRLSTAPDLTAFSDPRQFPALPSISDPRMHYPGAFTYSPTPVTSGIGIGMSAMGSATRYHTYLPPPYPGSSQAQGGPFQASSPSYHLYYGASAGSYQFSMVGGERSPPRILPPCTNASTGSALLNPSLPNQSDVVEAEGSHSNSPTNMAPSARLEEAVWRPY
Target sequence (Q13951 whole entry, looked up): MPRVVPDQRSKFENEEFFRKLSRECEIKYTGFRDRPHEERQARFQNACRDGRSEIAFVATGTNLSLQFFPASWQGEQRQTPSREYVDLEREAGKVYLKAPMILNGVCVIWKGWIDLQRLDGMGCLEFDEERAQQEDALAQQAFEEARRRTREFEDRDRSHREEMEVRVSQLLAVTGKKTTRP
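Proteins preincubated together for 20 min at RT before compound addition; 15 min later, nickel and streptavidin beads were added and left 90 min prior to AlphaScreen measurement.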
KinaseGlo FLuc: blocks Kinase-Glo luciferase, a counter-screen artifact | 200,000 compounds, 0.28% hits | AID 1379 | Kinase-Glo luciferase, ATP luminescence, 8 min | Q27757 | Potency, µM (top dose mostly 38.3 µM), inactives show at the top dose activity change, negative = inhibition, usual class: inhibitors; also: potency is read from the fitted curve at half-maximal effect; % is scaled to controls: 0 for no effect and ±100 for the full control effect; nearly all actives have a fitted effect of over 60% in size
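Inhibition of Kinase-Glo luciferase light generation was assessed at 10 uM ATP in pH 7.2 imidazole buffer, with luminescence measured after eight minutes at ambient temperature.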
The depositor's hits bear a star; & = joins results of further samples; [ ] = remark or other dose. Unless noted, calls follow the shape of the dose curve; as a rule, active = well fitted curve in the direction sought with a large enough effect; inconclusive = small, poorly fitted or top-dose-only effect, or another doubt; inactive = no such curve, though single readings can be large; an effect the other way counts as inactive or inconclusive.

`O=C(/C=C/c1cccc([N+](=O)[O-])c1)Nc1ccccn1` gave SMN2 splice enh 27%, HTT ATP protect -18%, HttQ103 aggreg 24%, IMPase Li inh -2%, LMNA splice mod 13%[9.22 µM], CBFb-RUNX1 inh -3% and KinaseGlo FLuc -1%.
Screening O=C(c1cc2c(=O)n3ccccc3nc2s1)N1CCc2ccccc2C1 returned SMN2 splice enh inconclusive, HttQ103 aggreg 24%, IMPase Li inh -4%, CBFb-RUNX1 inh 28% and KinaseGlo FLuc -4%.
`COc1cccc(NC(=O)CSCC(=O)O)c1` gave SMN2 splice enh 0%, HTT ATP protect 8%, HttQ103 aggreg 11%, IMPase Li inh 27%[38.3 µM], LMNA splice mod 5%, CBFb-RUNX1 inh 3% and KinaseGlo FLuc 17%.
For Cc1cccc(NC(=S)N(CCN2CCOCC2)Cc2cc3cc4c(cc3[nH]c2=O)OCCO4)c1 the results were HTT ATP protect 5%[10 µM], HttQ103 aggreg -5%[9.22 µM], IMPase Li inh 7%, LMNA splice mod -10%[46 µM], CBFb-RUNX1 inh -8% and KinaseGlo FLuc 4%.
Screening CCC(=O)NC(c1ccc([N+](=O)[O-])cc1)c1c(O)ccc2ccccc12 (centres undefined) returned SMN2 splice enh -20%, HTT ATP protect 3%[10 µM], HttQ103 aggreg inconclusive, IMPase Li inh 0%, LMNA splice mod -11%, CBFb-RUNX1 inh -8% and KinaseGlo FLuc 4%.
`CC(C)c1nnc(NC(=O)Cc2ccccc2[N+](=O)[O-])s1` gave SMN2 splice enh -15%, HTT ATP protect 39%[10 µM], HttQ103 aggreg 10%, IMPase Li inh 7%, LMNA splice mod -8%, CBFb-RUNX1 inh -3% and KinaseGlo FLuc -1%.
Screening CCOC(=O)CN(C(=O)Cn1nnc2ccccc21)C(C(=O)NCCOC)c1ccccc1C (centres undefined) returned SMN2 splice enh 1%, HTT ATP protect -20%[10 µM], HttQ103 aggreg 6%, IMPase Li inh -2%[38.3 µM], LMNA splice mod 7%, CBFb-RUNX1 inh 3% and KinaseGlo FLuc -1%.
For O=C(NC1CCCCC1)c1ccc(Br)o1 the results were SMN2 splice enh -7%, HTT ATP protect -7%, HttQ103 aggreg -2%, IMPase Li inh 5%[38.3 µM], LMNA splice mod -2%, CBFb-RUNX1 inh 6% and KinaseGlo FLuc -5%.
`Cc1oc2cc(O)cc(C)c2c(=O)c1-c1cnn(-c2ccccc2)c1` gave SMN2 splice enh -89%[inhibitor], HTT ATP protect -8%[10 µM], HttQ103 aggreg inconclusive, IMPase Li inh 16%[38.3 µM], LMNA splice mod 13%, CBFb-RUNX1 inh 2% and KinaseGlo FLuc 1%.
`COc1ccc(NS(=O)(=O)c2ccc(C(=O)N3CCN(Cc4ccccc4)CC3)cc2)cc1` gave SMN2 splice enh -78%[inhibitor], HttQ103 aggreg -31%, IMPase Li inh -1%, CBFb-RUNX1 inh -3% and KinaseGlo FLuc -2%.
Screening CCCn1c(SCC(=O)N2c3ccccc3Sc3ccccc32)nc2ccccc21 returned SMN2 splice enh -23%, HTT ATP protect 23%[10 µM], HttQ103 aggreg -24%, IMPase Li inh 13%, LMNA splice mod inconclusive, CBFb-RUNX1 inh 0% and KinaseGlo FLuc 0%.
Screening O=C(CSc1nnc(-c2ccccc2Cl)o1)Oc1ccc(Br)cc1 returned SMN2 splice enh 14%, HTT ATP protect -23%[10 µM], HttQ103 aggreg -12%, IMPase Li inh -9%, LMNA splice mod -6%, CBFb-RUNX1 inh -4% and KinaseGlo FLuc 0%.
COc1ccc(S(=O)(=O)N2CCN(c3c(C)cccc3C)CC2)cc1OC was read as SMN2 splice enh -19%, HTT ATP protect 10%, HttQ103 aggreg inconclusive, IMPase Li inh 20%[38.3 µM], LMNA splice mod 2%, CBFb-RUNX1 inh -4% and KinaseGlo FLuc -3%.
C[N+]1(CCCCC[N+]2(C)CCCC2)CCCC1 was read as SMN2 splice enh 17%, HTT ATP protect -26%, HttQ103 aggreg -3%, IMPase Li inh 7%&21%&-13%, LMNA splice mod inconclusive, CBFb-RUNX1 inh inconclusive and KinaseGlo FLuc -5%.
For O=C(NCCCN1CCOCC1)c1sc2cc([N+](=O)[O-])ccc2c1Cl the results were SMN2 splice enh 2%, HttQ103 aggreg -8%, IMPase Li inh 6%, LMNA splice mod -8%[46 µM], CBFb-RUNX1 inh -5% and KinaseGlo FLuc 4%.
CCOC(=O)CNC(c1ccccc1)c1cc(Br)ccc1NC(=O)OCC (centres undefined) was read as SMN2 splice enh -4%, HTT ATP protect 0%, HttQ103 aggreg 3%, IMPase Li inh 9%[38.3 µM], LMNA splice mod inconclusive, CBFb-RUNX1 inh 9% and KinaseGlo FLuc -4%.
CC1(C)Cc2c(C#N)c(SCc3nc4ccccc4[nH]3)nc(N3CCOCC3)c2CO1 was read as SMN2 splice enh 0%, HTT ATP protect -39%[inhibitor], HttQ103 aggreg 12%, IMPase Li inh 6%[38.3 µM], LMNA splice mod 2%, CBFb-RUNX1 inh 20% and KinaseGlo FLuc 4%.
COc1ccc(/C=C/C(=O)NC(=S)NCc2ccccc2)cc1OC was read as HTT ATP protect 7%[10 µM], HttQ103 aggreg 3%[9.22 µM] and CBFb-RUNX1 inh 7%.
Screening Cc1ccc(C)c(S(=O)(=O)Nc2ccc(O)cc2)c1 returned SMN2 splice enh -10%, HTT ATP protect 6%, HttQ103 aggreg 0%, IMPase Li inh 2%[38.3 µM], LMNA splice mod inconclusive, CBFb-RUNX1 inh -2% and KinaseGlo FLuc 1%.
O=C(NCc1ccc(Cl)cc1)C(=O)NCC1OCCN1S(=O)(=O)c1ccc2c(c1)OCCO2 (centres undefined) was read as SMN2 splice enh -68%[inhibitor], HttQ103 aggreg 0%, IMPase Li inh 1%, LMNA splice mod inconclusive, CBFb-RUNX1 inh 4%[2.36 µM] and KinaseGlo FLuc 1%.
`CC(C)Oc1ccc(CNCCC2(C(C)C)CCOC(C)(C)C2)cc1` (centres undefined) gave SMN2 splice enh 9%, HTT ATP protect -22%, HttQ103 aggreg 23%[9.22 µM], IMPase Li inh 21%[38.3 µM], LMNA splice mod 7%, CBFb-RUNX1 inh 5% and KinaseGlo FLuc 4%.
`Cc1cccc(N/C=C/C(=O)c2cccs2)c1C` gave SMN2 splice enh 2µM*, HTT ATP protect -35%[10 µM], HttQ103 aggreg -5%, IMPase Li inh 1%, LMNA splice mod -6%, CBFb-RUNX1 inh -2% and KinaseGlo FLuc inconclusive.
For N#C/C(=C(/O)CSc1nnc(Cc2cccs2)n1C1CCCCC1)c1nc2ccccc2[nH]1 the results were SMN2 splice enh -18%, HTT ATP protect 22%[10 µM], HttQ103 aggreg -3%, IMPase Li inh -8%[38.3 µM], LMNA splice mod 0%, CBFb-RUNX1 inh -2% and KinaseGlo FLuc -4%.
Cc1nc(C)c(Cc2ccccc2Cl)c(=O)[nH]1 was read as SMN2 splice enh -26%, HttQ103 aggreg -3%, IMPase Li inh 2%, LMNA splice mod 8%, CBFb-RUNX1 inh -1% and KinaseGlo FLuc -7%.
Screening O=C(CSc1nccn1-c1ccccc1)c1ccc(Cl)cc1 returned SMN2 splice enh -8%, HTT ATP protect -22%, HttQ103 aggreg -1%, IMPase Li inh 13%[38.3 µM], LMNA splice mod 1%, CBFb-RUNX1 inh -17% and KinaseGlo FLuc 1%.
For Cn1c(SCc2nc3ccccc3n2CCO)nc2ccccc21 the results were SMN2 splice enh -11%, HTT ATP protect -14%, HttQ103 aggreg -17%, IMPase Li inh -10%[38.3 µM], LMNA splice mod 6%, CBFb-RUNX1 inh -6% and KinaseGlo FLuc -4%.
`CC(=O)c1cc(CN2C(=O)CCC2=O)cs1` gave SMN2 splice enh -12%, HTT ATP protect -2%, HttQ103 aggreg -21%[9.22 µM], IMPase Li inh -1%[38.3 µM], LMNA splice mod 4%, CBFb-RUNX1 inh 4% and KinaseGlo FLuc -4%.
COc1ccc(-c2cc3ccccc3c(=O)o2)cc1 was read as SMN2 splice enh 13µM*, HTT ATP protect -247%[inhibitor], IMPase Li inh 5%, CBFb-RUNX1 inh inconclusive and KinaseGlo FLuc -25%.
For COc1ccc(-c2cc(C(=O)Oc3ccc([N+](=O)[O-])cc3)c3ccccc3n2)cc1 the results were SMN2 splice enh inconclusive, HTT ATP protect -18%[10 µM], HttQ103 aggreg 7%, IMPase Li inh 11%[38.3 µM], LMNA splice mod -7%, CBFb-RUNX1 inh 9% and KinaseGlo FLuc -3%.
Screening COCC1=C2c3ccccc3[C@@H]3CNC(=O)C3(C(=O)OC)C[C@@H]2n2c(=O)n(-c3ccccc3)c(=O)n2C1 (some centres undefined) returned SMN2 splice enh 30%&4%, HTT ATP protect -5%&26%, IMPase Li inh 7%&8%, CBFb-RUNX1 inh 12%&-9% and KinaseGlo FLuc -2%&1%.
`CCOC(=O)c1cnc(SC2CC(=O)N(c3ccc(OC)c(OC)c3)C2=O)nc1N` (centres undefined) gave SMN2 splice enh -1%, HTT ATP protect 6%[10 µM], HttQ103 aggreg 0%, IMPase Li inh 4%, LMNA splice mod -1%, CBFb-RUNX1 inh 10% and KinaseGlo FLuc 1%.
`CS(=O)(=O)N1CCN(c2ccccc2NC(=O)CSc2ccc(Cl)cc2)CC1` gave SMN2 splice enh -4%, HTT ATP protect 0%, HttQ103 aggreg 4%, IMPase Li inh 22%[38.3 µM], LMNA splice mod 12%, CBFb-RUNX1 inh 0% and KinaseGlo FLuc 3%.
COc1ccc(-c2c(C(C)=O)c(C)nc3sc4c(c23)NC(c2ccccc2)NC4=O)cc1 (centres undefined) was read as SMN2 splice enh -1%, HTT ATP protect -13%, HttQ103 aggreg 0%, IMPase Li inh inconclusive, LMNA splice mod 12%, CBFb-RUNX1 inh 4% and KinaseGlo FLuc -1%.
`O=C(c1csnn1)N1CCC[C@@]2(CCN(c3ccccc3)C2)C1` gave SMN2 splice enh -26%, HTT ATP protect -37%[inhibitor], IMPase Li inh 7% and KinaseGlo FLuc 1%.

Assay outcomes from PubChem BioAssay.

Rows are unselected. Share with any hit: about 4%.
